Screening data deposited in PubChem BioAssay by Johns Hopkins Ion Channel Center.
CHT block: inhibitors of human choline transporter CHT; AID 488975, 2010; 310,000 compounds, 0.86% hits; B-score at 10 µM; CHT-expressing cells, membrane potential dye, choline response; stronger effect = lower value;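 active means B-score over 3 SD under the library average, and starting fluorescence ratio not unusually high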;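 further: choline stimulus applied at its EC90 after an EC20 pre-addition; B-score computed on integrated fluorescence ratio after choline addition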
Target sequence (Q9GZV3 whole entry, looked up): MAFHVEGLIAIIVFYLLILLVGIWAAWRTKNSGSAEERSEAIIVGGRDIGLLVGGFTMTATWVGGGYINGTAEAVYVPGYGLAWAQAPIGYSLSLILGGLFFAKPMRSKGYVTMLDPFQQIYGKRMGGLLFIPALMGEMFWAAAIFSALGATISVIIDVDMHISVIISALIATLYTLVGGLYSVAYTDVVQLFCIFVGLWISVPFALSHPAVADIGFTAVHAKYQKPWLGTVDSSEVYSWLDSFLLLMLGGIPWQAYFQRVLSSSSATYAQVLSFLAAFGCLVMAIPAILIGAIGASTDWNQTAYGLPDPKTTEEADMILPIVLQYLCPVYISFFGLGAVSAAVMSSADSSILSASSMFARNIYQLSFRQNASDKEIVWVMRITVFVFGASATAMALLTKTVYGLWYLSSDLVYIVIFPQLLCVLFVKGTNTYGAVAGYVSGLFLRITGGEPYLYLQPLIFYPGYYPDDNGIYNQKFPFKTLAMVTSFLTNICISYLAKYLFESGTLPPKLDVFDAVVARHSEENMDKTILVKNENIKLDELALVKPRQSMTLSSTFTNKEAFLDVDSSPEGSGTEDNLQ
CHT PAM: CHT positive allosteric modulators, primary screen, cell-based, membrane potential dye, choline EC20; High affinity choline transporter 1 (Homo sapiens), Q9GZV3; CHT-expressing cells; stronger effect = higher value; LV-AA mutant CHT in HEK293 cells; B-score at 10 µM; 310,000 compounds, 0.49% hits; AID 488977, 2010;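 active means initial fluorescence not abnormally high and integrated response B-score, plate-corrected, over 3 SD above library mean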
Numbers without * were called inactive; i = inactive.

SMILES,CHT block,CHT PAM
CCN(CC(=O)Nc1ccccc1C(F)(F)F)C(=O)CCc1nc2ccccc2c(=O)[nH]1,i,i
O=C(Nc1ccc(Cl)cc1)c1cc2nc(-c3ccco3)cc(C(F)(F)F)n2n1,i,i
Cc1onc(-c2c(Cl)cccc2Cl)c1C(=O)N1C=CC(C(F)(F)F)=NCC1,i,i
Nc1nc(SCC(=O)NCC2CCCO2)[nH]c(=O)c1NC(=O)c1ccco1 (stereo not given),i,i
Cc1ccc(C(=O)CCC(=O)NCc2ccccc2)cc1,i,i
Cc1cc(C)nc(OC(C(=O)O)C(OCCC(C)C)(c2ccccc2)c2ccccc2)n1 (stereo not given),i,i
COC(=O)C(Cc1c[nH]c2ccccc12)NC(=O)c1ccccc1Br (stereo not given),i,i
O=C(N/N=C/c1cccnc1)c1ccc2c(c1)OCCO2,i,i
CC(=O)/C=C/n1c(=S)oc2ccccc21,i,i
N#Cc1cc(S(=O)(=O)c2ccc(Cl)cc2)c(N)[nH]c1=O,i,i
COc1cc2c(C)nc3c(c(C)nn3-c3ccccc3)c2cc1OC,i,i
CCS(=O)(=O)c1cc([N+](=O)[O-])c(Sc2ccccc2N)s1,i,i
CC(=O)Nc1cc(C)c2nc(NC(C)=O)sc2c1,i,i
O=C(COc1ccc2c3c(c(=O)oc2c1)CCC3)N[C@@H](CSCc1ccccc1)C(=O)O,i,i
CCOc1ccccc1NC(=O)C1Cc2ccccc2CN1S(C)(=O)=O (stereo not given),i,i

By substructure: the compounds so far with an NH in an aromatic ring (4)
SMILES,CHT block,CHT PAM
CCN(CC(=O)Nc1ccccc1C(F)(F)F)C(=O)CCc1nc2ccccc2c(=O)[nH]1,i,i
Nc1nc(SCC(=O)NCC2CCCO2)[nH]c(=O)c1NC(=O)c1ccco1 (stereo not given),i,i
COC(=O)C(Cc1c[nH]c2ccccc12)NC(=O)c1ccccc1Br (stereo not given),i,i
N#Cc1cc(S(=O)(=O)c2ccc(Cl)cc2)c(N)[nH]c1=O,i,i

Continuation.
SMILES,CHT block,CHT PAM
COc1ccc(C2=NS(=O)(=O)N(C)C(C(=O)N3C(C)CCCC3C)=C2)cc1 (stereo not given),i,i
N#CCc1ccc(OC(=O)c2cccnc2Cl)cc1,i,i
CC(C)CC(C)N1CCC(n2nccc2NC(=O)CCc2ccccc2)CC1 (stereo not given),i,i
CCN(CC)S(=O)(=O)c1ccc(C2=NOC3(C2)N(C)c2ccccc2C3(C)C)cc1 (stereo not given),i,i
CNS(=O)(=O)c1cccc(C(=O)OCC(=O)N2c3ccccc3CC2C)c1 (stereo not given),i,i
Cc1ccc(-c2nnc(SCC#CCOC(=O)c3ccco3)o2)cc1,i,i
Cc1cc(NC(=O)c2cc(C3CC3)on2)no1,i,i
Cc1[nH]c2ccccc2c1/C=N/NC(=O)CNC(=O)c1ccccc1,i,i
CCOC(=O)c1[nH]c(C)c(CN(Cc2ccco2)C(=O)C(F)(F)F)c1C,i,i
CC1=NN(C(=O)Cc2ccc([N+](=O)[O-])cc2)C(O)(c2cccnc2)C1 (stereo not given),i,i
CCOc1ccc(NC(=O)CC2C(=O)N(C)C(=S)N2Cc2ccco2)cc1 (stereo not given),i,i
O=C(Nc1ccc(-n2cnnn2)cc1)c1cn2ccccc2n1,i,i
CCCCCn1c(=O)[nH]c2cc(C(=O)NCCCN3CCCCC3C)ccc2c1=O (stereo not given),-6.4*,i
O=C(/C=C/c1ccc(Cl)cc1Cl)NCCSCc1ccccc1,i,i
O=S(=O)(NC1=NCCCCCC1)c1cccs1,i,i
COc1ccccc1NC(=O)COC(=O)c1cnc(C)cn1,i,i
CCCCOn1c(C)c(C(=O)OCC)c2c3nonc3ccc21,i,i
Cc1cc(N2CCCC2)ccc1NC(=O)CN1C(=O)NC(C)(c2ccccc2)C1=O (stereo not given),i,i
COc1ccc(C(=O)NNC(=O)CCC(=O)NNC(=O)c2ccc(OC)cc2)cc1,i,i
COc1cccc(C(=O)N2CCC(O)(c3cccnc3)CC2)c1,i,i
CCCCNC(=O)c1ccc(NC(C)=O)c(Cl)c1,i,i
CCOC(=O)C(=Cc1ccc(-c2ccsc2C(=O)OC)o1)C(=O)OCC,i,i
COC(=O)C1(CC2CC(c3ccc(Cl)cc3)=NO2)CCN(C(=O)OC(C)(C)C)CC1 (stereo not given),i,i
CCN(CC)S(=O)(=O)c1ccc(N(C)CCc2ccc(OC)c(OC)c2)nc1,i,i
O=C1c2cccc3cccc(c23)C(=O)N1CCCN(C(=O)c1cccs1)c1cccc(F)c1,i,i
COc1ccc(-c2csc3nc(C)nc(N4CCN(c5ccc(C(C)=O)cc5)CC4)c23)cc1OC,i,i
CCCC(NS(=O)(=O)c1ccc(C)cc1)C(=O)O (stereo not given),i,i
CCN(CC)C(=O)Cn1cc(C(=O)C(=O)NCC2COc3ccccc3O2)c2ccccc21 (stereo not given),i,i
COc1ccccc1NC(=O)COc1ccc(Br)cc1CNCCCN1CCOCC1,i,i
CC(=O)N(c1ccccc1)C(C)c1nc(C#N)c(C#N)nc1C (stereo not given),i,i
CN(C)c1ncccc1-c1nc2ccccc2s1,i,i
O=C(NS(=O)(=O)Nc1ccccn1)c1c[nH]c2ccccc12,i,i
COc1cc(NC(=O)CN2C(=O)NC(C)(CC(C)C)C2=O)cc(OC)c1 (stereo not given),i,i
CCSC1=NCCN1S(=O)(=O)c1ccc(NC(C)=O)cc1,i,i
COc1cc(OC)cc(C(=O)Nc2nnc(-c3cccnc3)o2)c1,i,i
CCN=C1SC(C(=O)NCCc2ccccc2)CC(=O)N1CC (stereo not given),i,i
COc1cc(/C=C2\SC(=O)N(CC(=O)Nc3cccc(C)c3)C2=O)ccc1OC(C)C(=O)O (stereo not given),i,i
CCC(C)/C(C)=N/Nc1ccc(S(N)(=O)=O)cc1[N+](=O)[O-] (stereo not given),i,i
O=C(NC1CCCCCC1)c1ccc(S(=O)(=O)NCc2ccco2)cc1,i,i
O=C(/C=C/c1ccccc1)CC(=O)c1ccccc1O,i,i
COc1ccc(NC(=O)CSc2nncn2N)c(OC)c1,i,i
CCC(=O)N(CCc1ccccc1C)Cc1cc2ccc(C)cc2[nH]c1=O,i,i
CC(=O)N1CCC(N(CCN2CCOCC2)C(=S)Nc2c(C)cccc2C)CC1,i,i
CCC(C)(C)NC(=O)c1ccc(S(=O)(=O)N(C)c2ccccc2OC)cc1,i,i
COc1ccc(-c2cc(C(F)(F)F)nc(SCCC(=O)NCc3ccco3)n2)cc1,i,i
O=C1Nc2ccc(S(=O)(=O)N3CCCC3)c3ccc(S(=O)(=O)N4CCCC4)c1c23,i,i
O=C(NCCCO)C(=O)Nc1cc2c3c(c1)CCN3C(=O)CC2,i,i
COc1ccc(NC(=O)CSc2nnc(NC(=O)CN3CCOCC3)s2)cc1,i,i
Cc1n[nH]c(C)c1CCCCOc1ccccc1[N+](=O)[O-],-5.5*,i
CCC(C)c1ccccc1N1CC(C(=O)Nc2cc(S(=O)(=O)N3CCOCC3)ccc2OC)CC1=O (stereo not given),i,i
CN1C(=O)Cn2c1nc1ccccc12,i,i
CC(=O)c1ccc(NC(=O)CSc2nnc(Cn3c(=O)sc4ccccc43)n2C)cc1,i,i
CC(Oc1ccccc1F)C(=O)NCCN1CCCCC1 (stereo not given),i,i
O=C1[C@@H]2C(c3cccnc3)=NO[C@@H]2C(=O)N1c1ccc2ccccc2c1,i,i
C=CCNC(=S)N/N=C/c1ccc(-c2cc(Cl)ccc2Cl)o1,i,i
CC1S/C(=N/N=C/c2ccco2)N(Cc2ccc(F)cc2)C1=O (stereo not given),i,i
O=C(Cn1[nH]c(=O)c2ccccc2c1=O)OCC(=O)N(Cc1ccccc1)Cc1ccccc1,i,i
Cn1c(=O)n(CC(=O)O)c(=O)c2c1nc1n2CCS1,i,i
CC(C)Cn1cnc2c1c(=O)n(CC(=O)NN)c(=O)n2Cc1ccccc1,i,i
CC(=O)c1sc(NCc2ccc(C)cc2)nc1C,i,i

(more compounds)
SMILES,CHT block,CHT PAM
CCN(C(=O)CSc1nc(N)cc(=O)[nH]1)c1c(N)n(Cc2ccccc2)c(=O)[nH]c1=O,i,i
COc1ccc(NC(=O)/C(=C\c2ccncc2)NC(=O)c2ccccc2)cc1,i,i
COc1ccc(N=C2SCC(=O)N2c2ccc(OC)cc2)cc1,i,i
COc1cc(C(=O)N(C)CC2CCN(CCc3cccc(C(F)(F)F)c3)CC2)ccc1C,i,i
COc1ccc(OC)c(NS(=O)(=O)c2ccc3c(c2)C(C)(C)C(=O)N3C)c1,i,i
Cc1ccn2cc(-c3cccc([N+](=O)[O-])c3)nc2c1,i,i
CCOc1ccc(C(=O)Nc2nnc(NC(=S)Nc3ccccc3)s2)cc1,i,i
CCCN(CC(=O)Nc1cccc(S(N)(=O)=O)c1)CC(=O)Nc1ccc(F)c(F)c1F,i,i
COc1cccc(N2CC(C(=O)Nc3ccc(C(=O)OC(C)C)cc3)CC2=O)c1 (stereo not given),i,i
Cc1cccc(C(=O)Nc2ccc(N3CCN(C(=O)c4ccco4)CC3)cc2)c1,i,i
Cc1c(-c2ccccc2)oc2c(C(=O)OCC(=O)Nc3cccc(F)c3)cccc2c1=O,i,i
O=S(=O)(c1ccc(OCC(O)CNC23CC4CC(CC(C4)C2)C3)c(Cl)c1)N1CCOCC1 (stereo not given),i,i
CCC(=O)NC(Nc1cccc(C)n1)(C(F)(F)F)C(F)(F)F,i,i
[N-]=[N+]=CC(=O)CCCN1C(=O)c2ccccc2C1=O,i,i
S=C(Nc1ccc2nc(-c3ccccn3)c(-c3ccccn3)nc2c1)N1CCCCCC1,i,i
COc1ccc(/C=C(/NC(=O)c2cccs2)C(=O)NCc2ccco2)cc1OC,i,i
COc1ccc(-c2nnc3c4ccccc4c(C)nn23)cc1S(=O)(=O)N1CCN(CCO)CC1,i,i
Cc1ccc(NCN2C(=O)C3CC=C(Cl)CC3C2=O)cc1 (stereo not given),i,i
CNC(=O)/C(=C/c1ccc2c(c1)OCO2)NC(=O)c1ccc(Br)cc1,i,i
c1ccc2c(c1)nc1sccn12,i,i
CCc1ccc(S(=O)(=O)Nc2cc3c(cc2N2CCOCC2)n(C)c(=O)c(=O)n3C)cc1,i,7.23*
COc1ccc(C(=O)NCC(=O)OCC(=O)N2CCc3ccccc32)cc1,i,i
COc1cc(SC)ccc1C(=O)Nc1nccs1,i,i
COc1ccc2[nH]c(C)c(CCN3C(=O)C4CC=CCC4C3=O)c2c1 (stereo not given),i,i
CN(C)c1cc[n+](CC[n+]2ccc(N(C)C)cc2)cc1,i,i
O=C(c1ccc2c(c1)OCO2)N(Cc1cccs1)C1(C(=O)NC2CCCCC2)CCCCC1,i,i
COCCNC(=O)c1cc(Br)ccc1Cl,i,i
Cc1cccc(-c2c(O)cc(=O)[nH]c2Cl)c1,i,i
CCOc1ccc2nc(Cl)c(/C=C/C(=O)c3ccco3)cc2c1,i,i
Cc1ccccc1C1c2[nH]c3ccccc3c2C[C@H]2C(=O)N(c3ccccc3C(=O)NCCN3CCOCC3)C(=O)N12 (stereo not given in full),i,i
COCCNC(=S)NC12CC3CC(CC(C3)C1)C2,i,i
Cc1c(C(=O)NCc2ccccn2)sc2nc(-c3ccc(F)cc3)cn12,i,i
CC(=O)NC(Cc1ccccc1C)C(=O)NC1CCN(c2ncccc2[N+](=O)[O-])CC1 (stereo not given),i,i
C/C(=N\O)C(=O)NCCCn1ccnc1,i,i
COc1ccccc1-c1nc(-c2ccc(C)nc2OC)no1,i,i
COC(=O)c1ccc(COc2cccnc2[N+](=O)[O-])cc1,i,i
CCOC(=O)C(C)Sc1ccc2nnc(CCNS(=O)(=O)c3ccccc3)n2n1 (stereo not given),i,i
CCOC(=O)c1ccccc1NC(=O)C1CC(=O)N(C(C)(C)C)C1 (stereo not given),i,i
Cc1cccc(NC(=O)CSc2nccn2Cc2ccco2)c1,i,i
O=C(O)C(c1ccccc1)N1CCCC1 (stereo not given),i,i
CCn1c2ccccc2c2cc(NC(=O)Cc3ccc(S(=O)(=O)N4CCOCC4)s3)ccc21,i,i
Cc1nc2ccccc2c(=O)n1NC(=O)c1cccc([N+](=O)[O-])c1,i,i
O=S1(=O)N=C(Nc2ccc(S(=O)(=O)N3CCCCC3)cc2)c2ccccc21,i,i

In the list so far, these contain a CF3 group:
SMILES,CHT block,CHT PAM
CCN(CC(=O)Nc1ccccc1C(F)(F)F)C(=O)CCc1nc2ccccc2c(=O)[nH]1,i,i
O=C(Nc1ccc(Cl)cc1)c1cc2nc(-c3ccco3)cc(C(F)(F)F)n2n1,i,i
Cc1onc(-c2c(Cl)cccc2Cl)c1C(=O)N1C=CC(C(F)(F)F)=NCC1,i,i
CCOC(=O)c1[nH]c(C)c(CN(Cc2ccco2)C(=O)C(F)(F)F)c1C,i,i
COc1ccc(-c2cc(C(F)(F)F)nc(SCCC(=O)NCc3ccco3)n2)cc1,i,i
COc1cc(C(=O)N(C)CC2CCN(CCc3cccc(C(F)(F)F)c3)CC2)ccc1C,i,i
CCC(=O)NC(Nc1cccc(C)n1)(C(F)(F)F)C(F)(F)F,i,i
